# Bioassay records deposited in PubChem by several laboratories.
# Vif imaging – HIV Vif inhibition; HEK293T cells, Vif self-association by quenched fluorescence, imaging, 24 h; inhibition, % at 7.49 µM; 0.35% of 340,000 active; in the data active = inhibition above about 50%, passing the limit was not always enough; inconclusive = no clear call, values can overlap the other calls; inactive = below about 31%; also: some results filed as inactive read as strong as hits
# iPSC survival up – enhancers of human iPSC single-cell survival; hiPSC single-cell survival, ATPlite luminescence; 100% = ROCK inhibitor wells, 0% = DMSO; 0.044% of 360,000 active; survival enhancement, % at 20 µM; in the data active = survival enhancement above about 18%;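 also: cells exposed to compounds for 16 hours before the ATP read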
# CaV13 ICDI inh – Disruptors of the CACNA1D IQ motif to Ca2+-dependent inactivation inhibitor domain association, primary screening, Förster resonance energy transfer in intact living …; 0.098% of 340,000 active; HEK cells, CFP/YFP FRET ICDI-IQ, plate reader, 10 min; percent FRET-ratio fall versus neutral wells; inhibition, % at 12.3 µM;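 active = mean replicate inhibition of at least 30% and at least 1% of replicates passing that level; inconclusive = only one of the two criteria is met; inactive = neither criterion is met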;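 also: 0% = median of the neutral control wells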
# aDG glyco act – increases alpha dystroglycan glycosylation | AID 624168 | Pro5-aDG cells, alpha-DG glycosylation AlphaScreen (IIH6); 0% Pro5, 100% B10-LARGE cell signal | activation, % at 10 µM | 0.22% of 360,000 active;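 active = activation of at least 8% versus controls, or a plate z-score of at least 8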;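 also: Pro5 are CHO cells carrying HIG-tagged alpha-DG that lacks glycosylation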
# NR2E3 ag-1 – agonists of human NR2E3 nuclear receptor. inhibition of corepressor binding, % at 3.98 µM. Q9Y5X4. AID 602229. 0.35% of 360,000 active. CHO-S Gal4-NCOR/VP16-NR2E3 two-hybrid, luciferase;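 active = inhibition above the mean of all tested compounds plus 3 SD, cut at about 70% in these data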;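 also: 0% = DMSO with NR2E3 transfected cells and 100% = cells lacking NR2E3 construct; higher means lower luciferase signal from less NR2E3 corepressor binding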
# Target sequence (Q9Y5X4 whole entry, looked up, the tested form may be a part): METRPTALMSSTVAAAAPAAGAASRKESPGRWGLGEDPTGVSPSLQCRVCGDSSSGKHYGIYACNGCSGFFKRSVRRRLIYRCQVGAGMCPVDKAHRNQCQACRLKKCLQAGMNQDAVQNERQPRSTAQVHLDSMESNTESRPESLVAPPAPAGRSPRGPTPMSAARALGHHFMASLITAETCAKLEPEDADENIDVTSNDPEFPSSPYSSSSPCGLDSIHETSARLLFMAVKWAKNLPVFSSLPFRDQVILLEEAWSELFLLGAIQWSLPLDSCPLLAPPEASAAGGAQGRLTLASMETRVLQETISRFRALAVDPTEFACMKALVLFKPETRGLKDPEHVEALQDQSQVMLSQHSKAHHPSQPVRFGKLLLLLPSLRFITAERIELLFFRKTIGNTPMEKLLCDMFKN
# PDI turbidity – inhibitors of human protein disulfide isomerase. inhibition, % at 10 µM. AID 588391. 0.052% of 350,000 active. PDI insulin aggregation turbidity, A650, 90 min. P07237;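 active = mean inhibition across replicates of 30% or more, whatever share of single replicates reach that level; inconclusive = mean inhibition below 30% while every single replicate reaches 30%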;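 also: absorbance from insulin aggregation driven by PDI reduction with DTT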
# Target sequence (P07237 whole entry, looked up): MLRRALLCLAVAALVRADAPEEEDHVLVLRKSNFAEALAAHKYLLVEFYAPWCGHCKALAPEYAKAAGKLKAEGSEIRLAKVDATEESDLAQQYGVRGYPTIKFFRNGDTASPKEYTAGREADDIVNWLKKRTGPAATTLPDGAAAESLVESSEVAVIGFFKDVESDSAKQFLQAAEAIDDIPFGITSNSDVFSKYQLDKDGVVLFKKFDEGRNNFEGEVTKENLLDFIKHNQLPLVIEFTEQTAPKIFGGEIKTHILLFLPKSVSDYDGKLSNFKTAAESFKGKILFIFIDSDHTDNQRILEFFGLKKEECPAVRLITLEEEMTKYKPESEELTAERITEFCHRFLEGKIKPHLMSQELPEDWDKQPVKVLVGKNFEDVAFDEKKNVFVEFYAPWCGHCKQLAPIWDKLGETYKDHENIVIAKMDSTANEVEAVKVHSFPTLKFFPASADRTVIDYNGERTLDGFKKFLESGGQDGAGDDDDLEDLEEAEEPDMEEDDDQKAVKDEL
# NR2E3 ag-2 – activates human photoreceptor nuclear receptor NR2E3; 0.12% of 320,000 active; GST-NR2E3/biotin-RetCOR TR-FRET, 1536-well; AID 2300; inhibition of corepressor binding, % at 4.78 µM; Q9Y5X4;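 active = percent inhibition above the cutoff of mean plus 3 SD of all tested compounds, set per screening campaign, cut at about 20% in these data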;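 also: 0% = DMSO wells and 100% = biotin wells as full block of FRET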
#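 Material: NR2E3–RetCOR corepressor complex | Quantity: 1.35 nM GST-tagged NR2E3 final | Schedule: 5 h at 4 °C | Replication: Singlicate compound wells | Reagent: RetCOR corepressor, biotinylated, 7 nM | Controls: Biotin wells as high control, 0.6% DMSO wells as low control | Signal: TR-FRET, Eu(K)-anti-GST donor, streptavidin-D2 acceptor, ex 340, em 617/671 nm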
# TRPM1 prom inh – MITF TRPM1 promoter inhibition in SK-MEL-5 cells; SK-MEL-5 TRPM1 promoter luciferase, 24 h; inhibition, % at 12.5 µM; 0.83% of 330,000 active; AID 488899;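 active = mean inhibition across replicates of 60% or more, whatever share of single replicates reaches that level; inconclusive = some that reach 60%, reason not given; inactive = mean inhibition across replicates below 60%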; also: values of inactives mirror those of a sister screen read the other way
# Peg3 promoter – inhibitors of Peg3 promoter | HeLa PEG-Prom luciferase reporter, luminescence, overnight | AID 588405 | inhibition, % at 20 µM | 1.7% of 360,000 active;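 active = inhibition of at least 50% at 20 µM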
# Granule exo inh – lytic granule exocytosis inhibition; TALL-104 LAMP-1 surface exposure, flow cytometry; cells stimulated with thapsigargin and PMA; inhibition, % at 10 µM; 0.66% of 360,000 active; AID 651702;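 active = inhibition above about 55%, limit read from the data; inconclusive = no clear call, values can overlap the other calls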
# HIF-2a inh – inhibitors of HIF-2a | 0.72% of 360,000 active | 786-0 RCC cells HIF-2a reporter, luciferase luminescence, overnight | AID 624352 | inhibition, % at 18.8 µM;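 active = inhibition of the luminescence signal of 40% or more relative to plate controls, in a single-dose primary screen at 18.75 µM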
# Starred values were filed as active, the others as inactive; ? = inconclusive; . = not tested or not shown; & = joins results of further samples.
smiles,Vif imaging,iPSC survival up,CaV13 ICDI inh,aDG glyco act,NR2E3 ag-1,PDI turbidity,NR2E3 ag-2,TRPM1 prom inh,Peg3 promoter,Granule exo inh,HIF-2a inh
Cc1ccc(C(=O)Nc2ccccc2Oc2ccccc2)o1,7.2,0.1,-7.1,0.3,-14.7,-5.9,0.1,8.2,0.4,-6.0,-0.7
CCc1ccccc1NS(=O)(=O)c1ccc2[nH]cc(C(=O)NC3CCCC3)c(=O)c2c1,-0.1,1.0,-2.9,-0.1,5.0,-1.0,0.2,27.3,34.7,-2.2,10.4
Cc1oc(-c2ccc(Cl)cc2)nc1CS(=O)CC(=O)NCCCN1CCOCC1 (stereo not given),-4.0,-0.1,-15.4,0.0,-3.5,0.4,-0.6,12.2,20.1,32.2,7.1
COc1cc(NS(=O)(=O)c2ccc(Br)s2)cc(OC)c1,0.1,-0.4,-3.5,0.2,3.1,3.5,-1.2,18.6,13.2,-6.8,2.3
COC(=O)CCC(=O)N1CCCC(C(=O)c2ccc(Cl)cc2C)C1 (stereo not given),1.7,0.1,-20.4,0.0,8.4,-2.1,2.0,1.8,5.3,0.6,0.4
O=C(CNc1ccccc1)Nc1cccc2ccccc12,2.8,-0.1,-18.6,0.3,-22.2,-12.7,3.4,0.3,-6.2,38.9,-43.0
CCC(c1nnnn1CCOC)N(Cc1cc2cc(C)c(C)cc2[nH]c1=O)CC1CCCO1 (stereo not given),-2.9,-1.7,-6.0,0.0,-8.2,3.5,3.6,9.9,3.5,3.8,5.6
CCOC(=O)c1[nH]cnc1C(=O)N1CCC(C)CC1,19.8,6.9,-10.3,-0.2,-2.6,6.1,2.9,-3.2,3.9,22.2,3.3
COc1nc(C)nc2c1sc1nc3c(cc12)COC(C)(C)C3,3.9,1.6,-4.9,-0.2,-87.0,-4.0,2.1,-75.4,-248.4,-0.1,-190.1
O=C(NCCc1ccc(F)cc1)c1ccc(S(=O)(=O)N2CCCC2)cc1,-0.1,0.5,-5.7,-0.2,22.5,1.8,2.0,-8.8,-2.9,-3.4,-22.0
Cc1cc(C)n(-c2nc3ccccc3c(=O)n2OCC(N)=O)n1,-6.4,5.0,-6.0,-0.2,-3.2,4.9,-3.0,8.9,1.2,1.0,-13.9
Cc1ccc(-n2c(SCC(=O)Nc3ncc(Cl)cc3Cl)nc3ccccc32)cc1,3.6,1.1,-2.5,0.0,10.4,-1.9,3.9,-5.3,4.2,2.5,9.3
Cc1cc(C)c(C#N)c(SC(F)F)n1,-0.5,1.0,-5.3,0.0,-20.2,-1.2,1.3,0.6,14.5,-0.1,18.0
O=C(NCc1cccnc1)c1cn(-c2ccccc2)nc1-c1ccccc1,0.8,-1.5,-4.2,0.2,-46.8,1.9,-1.6,2.9,-36.2,-1.5,-45.4
Cc1cc(C)cc(OC(C)C(=O)NCCCn2ccnc2)c1 (stereo not given),-4.6,-0.1,-3.2,0.0,-17.2,-2.4,-1.3,1.1,20.2,0.3,16.6
COc1cccc(C(=O)CC(C#N)c2ccc(F)cc2)c1 (stereo not given),0.4,-0.5,.,-0.1,18.0,12.6,-0.8,10.4,10.0,-9.9,-2.4
CCOc1ccc(N2CC(C(=O)Nc3ccncc3)CC2=O)cc1 (stereo not given),24.3,0.1,-2.9,0.0,-19.6,0.9,-0.2,-0.2,-7.1,0.7,2.8
COC(=O)c1ccccc1NC(=O)NC1CCCCC1,-4.5,0.5,-5.3,-0.1,-13.4,-4.7,-2.9,1.0,-11.1,-3.4,-27.9
CCCc1[nH]nc2c1C1(CCN(C(=O)OCc3ccccc3)CC1)C(C#N)=C(N)O2,3.0,5.8,-4.6,0.1,-20.2,-3.2,3.0,7.6,-36.0,-0.6,-15.6
CN1CCc2c(OCC(=O)N3CCC(Cc4ccccc4)CC3)cccc2C1=O,-13.9,-0.4,-6.4,1.0,38.9,-3.4,0.1,20.8,19.8,-0.6,15.2
Cc1ccc(N(C)S(=O)(=O)c2cccc(C(=O)NC3=NCCS3)c2)cc1,15.0,-1.6,-4.6,-0.2,1.3,4.2,-0.6,1.8,14.5,-1.8,0.9
COC(=O)C(C(=O)Nc1nc2ccccc2s1)C1CCCC1 (stereo not given),1.8,-0.5,-3.6,-0.1,-1.8,3.4,-4.8,16.1,-7.7,-0.3,-1.6
Cc1sc2nc(CSC(C)C(=O)Nc3ccc(Cl)cn3)[nH]c(=O)c2c1C (stereo not given),6.7,-0.2,-5.3,0.1,-4.4,-5.7,1.8,.,13.6,7.1,11.2
Cc1ccn(S(=O)(=O)c2ccc(N3CCCC3=O)cc2)n1,-5.5,-0.4,-4.2,0.0,5.1,3.1,1.0,-7.5,-6.6,17.1,10.2
COc1ccc(-c2nc3ccccc3n2CCC(C)C)cc1OC,6.4,-1.9,-1.3,0.3,-32.3,-3.6,-0.1,-11.1,-5.1,-3.7,-16.4
CCCCCc1c(C)nc(N2CCOCC2)[nH]c1=O,.,-0.3,-5.6,0.3,-25.0,4.6,2.5,-1.1,16.9,-3.9,-4.9
O=C(NCc1ccco1)C1Cc2c(-c3ccccc3Oc3ccccc3)ccnc2O1 (stereo not given),6.0,-0.3,-4.6,0.5,-24.3,13.5,.,.,22.6,8.3,4.3
Cc1cccc2cc(COC(=O)c3ccccc3)c(=O)[nH]c12,8.2,0.7,.,0.2,-13.1,15.4,-4.0,16.2,-3.1,-1.4,5.8
O=S(=O)(c1ccc(Cl)cc1)c1cnc(-c2cccnc2)nc1-c1ccccc1,-7.2,5.0,-3.4,-0.1,-7.7,-5.3,1.9,5.7,17.4,-4.6,19.4
CC(Sc1nc2ccccc2c(=O)n1Cc1ccco1)C(=O)c1ccccc1 (stereo not given),1.4,0.2,-6.8,0.4,-5.0,-7.5,3.6,-1.9,19.3,0.3,-15.6

# Entries of single compounds, quoted from the list:
# CC(Sc1nc2ccccc2c(=O)n1Cc1ccco1)C(=O)c1ccccc1 (stereo not given) is entered as Vif imaging = 1.4; iPSC survival up = 0.2; CaV13 ICDI inh = -6.8; aDG glyco act = 0.4; NR2E3 ag-1 = -5.0; PDI turbidity = -7.5; NR2E3 ag-2 = 3.6; TRPM1 prom inh = -1.9; Peg3 promoter = 19.3; Granule exo inh = 0.3; HIF-2a inh = -15.6
# COC(=O)C(C(=O)Nc1nc2ccccc2s1)C1CCCC1 (stereo not given) is entered as Vif imaging = 1.8; iPSC survival up = -0.5; CaV13 ICDI inh = -3.6; aDG glyco act = -0.1; NR2E3 ag-1 = -1.8; PDI turbidity = 3.4; NR2E3 ag-2 = -4.8; TRPM1 prom inh = 16.1; Peg3 promoter = -7.7; Granule exo inh = -0.3; HIF-2a inh = -1.6

# Remaining list, next part
smiles,Vif imaging,iPSC survival up,CaV13 ICDI inh,aDG glyco act,NR2E3 ag-1,PDI turbidity,NR2E3 ag-2,TRPM1 prom inh,Peg3 promoter,Granule exo inh,HIF-2a inh
Cc1ccc(C(=O)N2CCCC(Nc3ccc(F)c(F)c3)C2)cn1 (stereo not given),1.3,-0.4,-3.4,-0.4,-4.4,11.1,0.3,6.2,6.8,-0.3,-1.6
CC(=O)N(O)CCCCCNC(=O)CCC(=O)N(O)CCCCCNC(=O)CCC(=O)N(O)CCCCCN,10.5&0.8,3.1&-2.8,-5.0,0.3&0.4,-19.9&5.4,-31.0,0.1,14.4&9.3,-3.4&1.5,-3.3&3.0,21.5&12.9
Cc1cc(C)c2nc(SCC(=O)NCCC3=CCCCC3)cc(C)c2c1,3.6,3.5,-5.2,-0.2,15.2,-3.4,-34.8,8.6,11.3,4.4,22.2
Cc1cc(C)nc(NS(=O)(=O)c2ccc(NC(=O)Cc3ccc(F)cc3)cc2)n1,16.2,0.1,-5.0,0.2,0.2,11.7,-2.2,6.7,4.0,4.6,12.4
COC(=O)c1cc(C#N)c(N2CCOCC2)nc1C,0.4,0.0,-5.3,-0.2,-14.3,0.1,0.3,5.2,2.4,1.5,7.8
COc1ccc(C(C)=O)cc1CSc1nnc(Nc2ccc(C)cc2C)s1,1.4,-0.9,-5.1,1.3,-20.5,-0.8,1.3,-6.8,18.9,9.5,14.9
C/C(N)=C(/C#N)C(=O)CSc1nc2ccccc2c(=O)n1CCCO,-12.4,-0.6,-3.1,0.2,-8.3,6.8,1.5,4.6,-0.4,-5.4,-4.2
C/C(=N\NC(=S)Nc1ccccc1C)c1ccc(O)cc1,4.8,-0.5,.,0.1,-89.7,4.1,1.3,8.7,-39.1,0.5,-98.4
O=C(CCCSc1nc2ccccc2[nH]1)NC1=NCCS1,.,0.0,-0.3,2.8,-1.2,-3.5,-2.7,4.9,-4.1,-1.4,12.5
CC(CCc1ccccc1)NC(=O)C1CCN(S(=O)(=O)c2ccc(F)cc2)CC1 (stereo not given),-1.2,-0.5,-6.7,0.0,-1.7,4.4,0.4,-0.5,1.0,-1.0,13.8
O=C(Nc1ccccc1)N(Cc1ccccc1)CC(O)C(F)(F)F (stereo not given),8.1,-1.9,-5.1,1.2,-18.2,4.8,-1.7,-9.0,1.2,2.6,4.9
CCn1cc(C(=O)N[C@H](C(=O)NCCN2CCOCC2)C(C)C)c(=O)c2cc3c(cc21)OCO3,1.8,0.3,-2.8,0.2,-25.9,2.9,-2.9,-3.2,20.9,-7.1,3.6
CCOC(=O)CN1CCS(=O)(=O)CC1,2.0,-1.5,4.5,0.2,8.7,-1.2,0.9,-1.8,9.9,0.2,7.4
Cc1cccc(C)c1-n1nnnc1C1c2ccccc2C(=O)N1CCC(C)C (stereo not given),.,-0.6,-6.7,-0.3,-7.4,.,.,.,.,-2.0,-4.8
O=C(NCc1ccccc1)c1cc(C2CCCN(C(=O)C3CCCCC3)C2)on1 (stereo not given),0.9,-0.8,-5.2,0.2,8.1,?,.,.,11.0,-2.3,16.6
O=C(NCCCN1CCOCC1)c1cccnc1,-5.1,9.1,-3.3,0.1,16.4,-22.1,-1.1,6.0,-7.6,-3.5,0.4
O=C(NNC(=O)c1cccc2ccccc12)c1ccc(Cl)cc1Cl,-3.4,-2.0,-10.8,0.0,-77.8,6.6,.,-15.2,-189.2,-1.1,-184.5
Cc1ccc(S(=O)(=O)CCC(=O)NC2CCCCC2)cc1,-4.9,-0.5,-2.5,-0.1,-14.4,-0.5,3.0,1.4,-9.6,-0.4,1.9
COc1ccc(-c2ccc(SC)nn2)cc1,-8.1,-1.1,-6.7,0.1,-122.8,6.5,-1.4,25.3,27.2,-3.1,10.4
COC(=O)c1scc(C)c1N/N=C(\C)c1cc(F)c(Cl)cc1F,0.0,3.2,-3.8,-0.1,12.0,-16.8,-1.9,-2.8,-5.3,0.1,18.2

# Rows are unselected; overall some 3.5% were active at least once.
